Screening results as filed in PubChem.
12-LOX inh: blocks human arachidonate 12S-lipoxygenase. Potency, µM (series often up to 108 µM), inactives show at the top dose activity change, negative = inhibition, actives largely listed as inhibitors. P18054. 580,000 tested, 1.1% active. purified 12hLO, xylenol orange hydroperoxide absorbance; active means well fitted inhibition curve with a large enough effect; inconclusive means small, poorly fitted or top-dose-only effect, or another doubt; inactive means no such curve, though single readings can be large or run the other way
Target sequence (P18054 whole entry, looked up): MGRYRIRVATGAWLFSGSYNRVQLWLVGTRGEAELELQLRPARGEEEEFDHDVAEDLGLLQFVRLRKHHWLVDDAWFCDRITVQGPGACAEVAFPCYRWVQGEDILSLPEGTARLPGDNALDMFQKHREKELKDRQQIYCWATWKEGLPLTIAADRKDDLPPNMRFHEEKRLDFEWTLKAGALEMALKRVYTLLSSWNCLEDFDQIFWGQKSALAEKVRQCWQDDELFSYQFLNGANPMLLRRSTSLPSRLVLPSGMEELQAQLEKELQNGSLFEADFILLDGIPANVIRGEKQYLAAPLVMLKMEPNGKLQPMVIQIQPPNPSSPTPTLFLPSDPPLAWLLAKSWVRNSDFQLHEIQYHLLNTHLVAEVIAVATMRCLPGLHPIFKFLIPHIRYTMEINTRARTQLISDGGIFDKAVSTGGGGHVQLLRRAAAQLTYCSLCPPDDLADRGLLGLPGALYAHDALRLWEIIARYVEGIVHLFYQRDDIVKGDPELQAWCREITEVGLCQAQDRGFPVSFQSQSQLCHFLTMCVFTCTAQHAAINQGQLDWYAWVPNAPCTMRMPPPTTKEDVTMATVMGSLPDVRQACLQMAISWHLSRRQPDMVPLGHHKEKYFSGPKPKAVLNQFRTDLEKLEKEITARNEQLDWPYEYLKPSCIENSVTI
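Purified human 12hLO at 150 nM in 25 mM Hepes, 0.01% Triton X-100, pH 7.0, preincubated 15 min at room temperature with compound. Reaction started with 40 uM arachidonic acid, 30 min at room temperature. Hydroperoxide measured by Fe-xylenol orange, 573/405 nm absorbance ratio.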
The depositor's hits bear a star; ? = inconclusive; & = joins results of further samples; [ ] = remark or other dose. On the % scale 0 is the no-effect control and ±100 the full control effect; potency means the concentration at half of the fitted maximal effect. Some of the compounds tested. The share of hits here may be higher or lower than overall.

12-LOX inh	compound
-2%	O=C(c1cnccn1)N1CCC(Oc2ccccc2-c2nc(-c3ccccc3)no2)C1 (stereo unspecified)
10%	CC(C)NC(=O)N1CCC2(CC1)CC(N1CCOCC1)CCO2 (stereo unspecified)
0%[176 µM]	COC1CCN(c2cc(-c3ccccc3)nc3c(C)noc23)CC1
1%[176 µM]	O=C(Cc1c[nH]c2ncc(-c3ccccc3F)cc12)NCc1cccnc1
5%	COc1ccc(NC(=O)Cn2ccn3nc(-c4ccc(F)cc4)c(CO)c3c2=O)cc1
43%[activator]	COCc1nc(C2CCCN(C(=O)Nc3ccc(C)cc3C)C2)no1 (stereo unspecified)
-4%[176 µM]	CC(C)c1noc([C@@H]2Cc3nc[nH]c3CN2C(=O)CC(C)(C)CC(=O)O)n1
13%[176 µM]	Cc1ccccc1CN1CCOc2cc([S+](N)(=O)[O-])ccc2C1
9%[176 µM]	CN(C)c1cccc(C(=O)Nc2ncc(-c3cnn(C)c3)c3c2OCC3)c1
24%	O=c1n(CC2CC2)nc2n1CCC(NS(=O)(=O)c1cccc(F)c1)CC2 (stereo unspecified)
27%	CC(=O)N1CCC(Cc2ncc(C)n2Cc2ccccc2)C1 (stereo unspecified)
31%[activator]	COc1nc(C)c(C(=O)N2CCn3nc(CO)cc3C2)s1
-2%	COC(=O)[C@]12C[C@H](CC(=O)N3CCSCC3)C(=O)N(Cc3ccccc3)C1=C[C@H](C(C)(C)C)O[C@@H]2C
4%	O=C(C1CC(=O)N(c2n[nH]c3cccc(F)c23)C1)N1CCN(c2ccc(F)cc2)CC1 (stereo unspecified)
14%	Cc1noc(-c2ccc(OC3CN(C(=O)Cc4ccccc4)C3)cc2)n1
10%	Cc1nc(N2CCC(NC(=O)CNC(=O)c3ccccc3)CC2)cc(C(F)(F)F)n1
3%	CCC1Oc2ccc(NC(=O)COc3ccccc3)cc2CN(C(CC)c2ccccc2)C1=O (stereo unspecified)
11%	CN1C(=O)CCCCC1C(=O)NCc1ccc(Cl)cc1 (stereo unspecified)
-43%	Cc1cc2c(nc1C)CCCN2C
27%	Cc1ccccc1C(=O)N1CCC(CCC(=O)NCCC(C)C)CC1
-1%	COc1ccccc1N1CCN([C@H]2[C@@H]3OC[C@@H](O3)[C@@H](NC(=O)Nc3ccccc3)[C@@H]2O)CC1
-5%	Cc1cccc(N2CCN(CC(=O)N3C[C@@H](C)[C@](O)(C4CCC4)C3)CC2)c1
-11%	O=C(NCc1ccccc1)O[C@H]1CC[C@@]23CCCN2C(=O)CCC[C@H]3[C@H]1Cc1ccccc1
-5%	Cc1nc(C2CCCN(C(=O)C(C)(C)N)C2)cc(N2CCCC2)n1 (stereo unspecified)
-15%	NCc1cccc(-c2ccc3c(c2)C(=O)N2CC[C@H](NC(=O)c4cccc(F)c4)[C@H]2C(=O)N3)c1
26%[176 µM]	COCCNc1ccc(-c2noc([C@@H]3CCCN3Cc3ccccc3F)n2)cn1
12%[176 µM]	O=C(NCc1c[nH]c2ncccc12)c1ccccn1
63%[activator]	COc1ccc(N2CCN(C(=O)Nc3nc(C)ns3)CC2(C)C)cc1
4%[176 µM]	COc1ccc(N2CCOC3CCN(Cc4ccc(C(C)C)cc4)CC3C2=O)cc1 (stereo unspecified)
-3%	Cc1ccc(Cn2cc(CN(C3CC3)S(=O)(=O)c3ccccc3Br)nn2)cc1
?	CC(=O)c1c(C)nn(C(C)CC(=O)NCc2cc3n(n2)CCNC3)c1C (stereo unspecified)
48%[activator]	CN1C(=O)C2(CCN([S+](=O)([O-])c3cccs3)C2)c2ccccc21 (stereo unspecified)
13%[176 µM]	COCCNC(=O)C[C@@H]1C[C@H]2O[C@H](CNCc3ccccc3C)[C@@H](O)[C@H]2O1
27%	O=C(NCc1ccccc1)Nc1cccc(-c2nnc3n2CCCC3)c1
35%	CCn1ccc(C(=O)N2CCC(c3noc(-c4ccncc4)n3)C2)n1 (stereo unspecified)
23%	CCCNc1cc(N2CCC(CCC(=O)NCc3ccccc3Cl)CC2)ncn1
10%	O=C(NCc1ccccn1)C1CCN(c2cc(C3CC(O)C3)ncn2)CC1 (stereo unspecified)
?	CC(=O)NC1(C)CCN(Cc2ccc(-c3ccccc3OCc3ccccc3)cc2)C1 (stereo unspecified)
25%	Cc1ccc(C(=O)N2CCCCCCNC(=O)[C@@H]3CCC[C@@H]32)cn1
-23%	CCC1(C(=O)O)CCCN(Cc2ccccc2)C1 (stereo unspecified)
8.9µM*	O=C(CN1C(=O)NC(c2ccc(Cl)cc2)C2=C1COC2=O)Nc1ccc(C(F)(F)F)cc1 (stereo unspecified)
45%[activator]	O=C(NC1CCN(c2cc(-c3cccs3)[nH]n2)C1)c1ccc(F)cc1F (stereo unspecified)
7%	COc1ccc(CCN2CCC(CN(C)Cc3nc(C(C)C)cs3)CC2)cc1
66%[activator]	O=C1NCCOCCCN(C(=O)c2ccsc2)[C@H]2CCCC[C@@H]12
7%	CN(C)Cc1nnc(C2CC(NC(=O)CC3Cc4ccccc4C3)C2)n1C (stereo unspecified)
14%	N#Cc1ccccc1OCc1nnc(C(=O)N2CCC[C@@H]2c2nc3ccccc3[nH]2)n1-c1ccccc1
63%[activator]	O=C(Nc1ccc(F)cc1F)N1CCC(Oc2ncccc2C(=O)N2CCCCC2)C1 (stereo unspecified)
16%	O=C(c1ccsc1)N1CCCC(c2noc(COc3ccccc3F)n2)C1 (stereo unspecified)
7%	CC(c1ccc(-c2ccc(CO)cc2CO)cc1)N1CCCC1 (stereo unspecified)
-9%	Cc1ccc(NC(=O)Cn2c(-c3ccccc3)nc(C)c(CCO)c2=O)c(C)c1
-3%	Cc1nn(CC(=O)NCCc2cscn2)c(=O)n1CCc1ccccc1
29%	CCc1cccc(NC(=O)N2CC(C(=O)N(C)C)C3(CCOCC3)C2)c1 (stereo unspecified)
73%[activator]	COCCN(Cc1cc(=O)c2cc(F)ccc2[nH]1)CC1CC1
2%[6.33 µM]	O=C(NCc1nnc2n1C(C(=O)NCc1cccnc1)CC2)Nc1cccnc1 (stereo unspecified)
84%[activator]	O=C(N[C@@H]1COCC[C@@H]1OCc1ccccc1)c1nc2ncccc2[nH]1
34%[activator]	CCn1nccc1C(=O)N1CCCCCCNC(=O)[C@@H]2C[C@@H](c3nc(Cc4ccccc4)no3)C[C@@H]21

Additional compounds
12-LOX inh	compound
71%[activator]	CCCc1noc(-c2cccn3c(CNC(=O)c4cc(F)ccc4Cl)nnc23)n1
-2%[176 µM]	O=C(C[C@@H]1C[C@H]2O[C@H](CNCc3cnccc3Cl)[C@@H](O)[C@H]2O1)N1CCOCC1
30%[176 µM]	COc1ccc(CC(=O)N(C)Cc2cccc(C(F)(F)F)c2)cc1
16%[176 µM]	O=c1[nH]ccn1C1CCN(Cc2ccc(OC(F)(F)F)cc2)CC1
-11%	COC(=O)C1=C(C)NC(=S)NC1c1ccc(OC)cc1 (stereo unspecified)
27%	Fc1cccc(-c2noc(-c3nc(-c4ccncc4)no3)n2)c1
11%[176 µM]	CC(C)CCN1CCCC2(CNc3ccccc3[S+](=O)([O-])N2)C1 (stereo unspecified)
48%[activator]	Cc1nnc2ccc(NCc3ccccc3F)nn12
17%	O=C1CCN(Cc2cccc(F)c2)CCCCCCN1
7%[12.5 µM]	CC(C)C1=NOC2(CCN(CC3CC3)CC2)C1
52%[activator]	CCN1CCC(N2CCC3(CC2)CC2C(=O)N(CC)C(=O)N2C3)CC1 (stereo unspecified)
-28%	Cc1ccc(C(=O)NC(C)c2nc(-c3ccccn3)no2)cc1N1CCNC1=O (stereo unspecified)
26%[176 µM]	Cc1cc(Cn2cc3c4c(cccc42)[C@H](CC(C)C)N[C@H](C(=O)O)C3)no1
28%	NCCO[C@H]1C[C@@H](O)C12CCN(Cc1c(Cl)cccc1Cl)CC2
132%[activator]	Cc1ccc(NC(=O)N2CCc3c(c4ccccc4n3C)C2)cc1
17%	CCCc1nnc(NC(=O)Cn2nc3c(cc2=O)CCCCC3)s1
45%[activator][176 µM]	COCC(=O)N1CCC(O)(c2csc(CN3CCN(c4ccccn4)CC3)n2)CC1
4%	Cc1nnc2n1CCC(N(C)S(=O)(=O)c1ccccc1F)CC2 (stereo unspecified)
6%	O=C(c1cccc(F)c1)N1CCC(Cc2nc(-c3ccccc3)no2)CC1
?	O=C(O)C1CCc2nnc(C3CCCN(C(=O)c4ccc5c(c4)OC(F)(F)O5)C3)n21 (stereo unspecified)
23%	CCc1nncn1C1CCN(S(=O)(=O)c2ccc(F)c(Cl)c2)CC1
41%[activator]	CCN(CC)c1ccc(C(=O)NCc2nnc3ccc(-c4ccc(OC)cc4)nn23)cc1
18%	Cc1cncc(C(=O)N2C[C@@H](COc3ccccc3)[C@H](C(N)=O)C2)c1
9%[6.33 µM]	COc1ccc(C(=O)N2CCCC3(C2)C(=NC2CCCC2)NC(=O)N3c2cc(F)cc(F)c2)cc1 (stereo unspecified)
12%	O=C(c1ccc(Cl)s1)N1CCC(n2cc(-c3nc(-c4ccccc4)no3)nn2)CC1
53%[activator]	CC(C)CN1CCN(C(=O)CCC2CCN(c3cc(NC4CC4)ncn3)CC2)CC1
17%[12.5 µM]	CC(C)NC(=O)N1CCN(c2ccc(C=O)cc2)C(=O)C1
-28%	COC(=O)[C@@]1(Sc2ccc(OC)cc2)CC(=O)N(c2ccc(OC(C)C)cc2CO)[C@@H]1c1ccc(OC(C)C)c(OC)c1
-2%[12.5 µM]	CC(C)(C)c1cc(C(=O)N2CCOCC2)nn2cccc12
6%[12.5 µM]	O=C1c2ccccc2CN1C1CCN(CC2CC2)CC1
78%[activator]	CCc1cc(CN2CCCC(C(=O)Nc3ccc(-n4ccnc4C)cc3)C2)on1 (stereo unspecified)
18%	Cc1ccsc1CCNc1cc(C2CC(N)C2)ncn1 (stereo unspecified)

Part of the list above in order of length of the SMILES, highest first.
12-LOX inh	compound
-28%	COC(=O)[C@@]1(Sc2ccc(OC)cc2)CC(=O)N(c2ccc(OC(C)C)cc2CO)[C@@H]1c1ccc(OC(C)C)c(OC)c1
9%[6.33 µM]	COc1ccc(C(=O)N2CCCC3(C2)C(=NC2CCCC2)NC(=O)N3c2cc(F)cc(F)c2)cc1 (stereo unspecified)
?	O=C(O)C1CCc2nnc(C3CCCN(C(=O)c4ccc5c(c4)OC(F)(F)O5)C3)n21 (stereo unspecified)
12%	O=C(c1ccc(Cl)s1)N1CCC(n2cc(-c3nc(-c4ccccc4)no3)nn2)CC1
41%[activator]	CCN(CC)c1ccc(C(=O)NCc2nnc3ccc(-c4ccc(OC)cc4)nn23)cc1
45%[activator][176 µM]	COCC(=O)N1CCC(O)(c2csc(CN3CCN(c4ccccn4)CC3)n2)CC1
78%[activator]	CCc1cc(CN2CCCC(C(=O)Nc3ccc(-n4ccnc4C)cc3)C2)on1 (stereo unspecified)
6%	O=C(c1cccc(F)c1)N1CCC(Cc2nc(-c3ccccc3)no2)CC1
23%	CCc1nncn1C1CCN(S(=O)(=O)c2ccc(F)c(Cl)c2)CC1
4%	Cc1nnc2n1CCC(N(C)S(=O)(=O)c1ccccc1F)CC2 (stereo unspecified)
17%[12.5 µM]	CC(C)NC(=O)N1CCN(c2ccc(C=O)cc2)C(=O)C1
-2%[12.5 µM]	CC(C)(C)c1cc(C(=O)N2CCOCC2)nn2cccc12
18%	Cc1ccsc1CCNc1cc(C2CC(N)C2)ncn1 (stereo unspecified)

Next entries
12-LOX inh	compound
59%[activator]	c1cncc(CNc2cc(-c3cnc4ccccc4n3)c3cc[nH]c3n2)c1
-2%	O=C(Nc1ccccc1C(F)(F)F)[C@@H]1COCC(=O)N1Cc1ccc(F)cc1
12%[176 µM]	CC(C)(C)CN[C@@H](Cn1ccc(=O)[nH]c1=O)C(=O)O
43%	Cc1nc(-c2c3n(c(=O)n(CC(=O)Nc4cc(F)ccc4F)c2=O)CCCC3)no1
28µM*	O=C(Cc1ccc(F)cc1)N1CCC(c2nn(-c3ccc(Cl)cc3)c(=O)[nH]2)CC1
1%&51%	COc1ccc(N2CC(C(=O)N3CCC(C(=O)NC4CC4)C3)NC2=O)cc1 (stereo unspecified)
19%	O=C(NCc1ccco1)N1CC(n2cc(COc3ccccc3)nn2)C1
24%	CCc1ccc(C(=O)N2C[C@@H](F)C[C@H]2C(=O)N2CCCCC2)cc1
-6%	COc1ccc(NC(=O)Cn2c(N3CCN(c4ccccc4)CC3)nc(C)cc2=O)cc1
68%[activator]	CNCCN1C(=O)CC[C@H]2CN(Cc3cc(C4CCCCC4)no3)CC[C@H]21
59%[activator]	CC(=O)N1CCC2(CC1)C(=NC1CCCC1)NC(=O)N2c1cc(F)cc(F)c1
36%[activator]	Cc1cc(=O)n(CC(=O)Nc2cc(F)ccc2F)c(-c2ccc(F)cc2)n1
?	Cc1ccc(NC(=O)CCC[C@H]2NC[C@@H]3C[C@H]2CN(Cc2ccccc2)C3)cc1
8%[6.33 µM]	COc1ccc(CN2CCCC3(C2)C(=NC2CCCCC2)NC(=O)N3c2cccnc2)cc1 (stereo unspecified)
23%	O=C(COc1cccnc1)N[C@H]1CCOC[C@H]1C1CCOCC1
41%[activator]	COc1cncc([C@@H](NC(=O)c2ccc(CO)o2)C2CC(O)C2)c1 (stereo partly specified)
-18%	CC(=O)Nc1ccc(S(=O)(=O)N[C@H]2CC[C@@]34CCCN3C(=O)CCC[C@H]4[C@H]2Cc2ccccc2)cc1
-1%	CCN(CC)Cc1cc(-c2nc(C3CCOC3)no2)c(-c2ccccc2)o1 (stereo unspecified)
?	CNC(=O)CCn1ncc2cc(OC3CCc4cccc(-c5ccccc5)c43)ccc21 (stereo unspecified)
42%[activator]	CC(C)C(=O)Nc1ccc(C2(C(=O)NCC3CC3)CCCCC2)cc1
2%[176 µM]	COc1ccc(-c2cc(-c3cnn(C)c3)cn3cncc23)cc1
14%	Cn1cc(-c2ccc3c(c2)N(CC2CCCCC2)C(=O)COC3)cn1
